Assay outcomes deposited in PubChem BioAssay by several laboratories.
AID2073: disruptors of CaV2.2 binding to Mint1 – biochemical, HTRF (AID 2073) | HTRF protein-protein interaction, Mint1-CaV2.2; higher % means a stronger effect | inhibition, % at 20 µM, or IC50 in µM where a hit was titrated | 0.19% of 290,000 active; in the data active means inhibition mostly above about 51%, no sharp cut-off; inconclusive means no clear call, values can overlap the other calls; inactive means mostly below about 53%; further: some results filed as inactive read as strong as hits
NS5 inhibitors: flavivirus cap methylation enzyme inhibition – biochemical, confirmation dose response, primary screen (AID 588689) | Dengue-2 NS5 methyltransferase capping enzyme assay, biochemical; higher % means a stronger effect | inhibition, % at 25 µM, or IC50 in µM where a hit was titrated | 0.3% of 340,000 active; in the data active means a potency from the dose series; inconclusive means inhibition above about 29% without an active follow-up result
GPR35 arrestin U2OS: inhibition of zaprinast-stimulated GPR35 beta-arrestin translocation – imaging, U2OS, beta-arrestin-GFP, zaprinast agonist, primary screen (AID 2058). U2OS GPR35 beta-arrestin-GFP translocation imaging, zaprinast antagonism; higher % means a stronger effect. inhibition, % at 10 µM, or IC50 in µM where a hit was titrated. 0.052% of 290,000 active;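 active means inhibition of at least 50% with at least 30 cells and total cytoplasm GFP at most 10,000,000; inconclusive means under 30 cells or total GFP of 10,000,000 plus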
K1F lysis inhibition: protection from phage-mediated lysis, alamar blue read-out – E. coli UTI89, K1F phage, bacterial capsule biogenesis inhibitors (AID 488966); one-dose inhibition, % at 100 µM; IC50 in µM for titrated hits; E. coli UTI89 K1F phage lysis, alamar blue, 2 h; higher % means a stronger effect; 0.02% of 340,000 active;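 active means phage lysis inhibition, versus mean bacterial control, above a set limit; inconclusive means no clear call, values can overlap the other calls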;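 further: capsule biogenesis inhibitors block K1F phage lysis so surviving cells raise fluorescence; higher fluorescence means more inhibition of phage lysis; actives were called in the ten point dose series up to 300 µM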
LYP phosphatase: PTPN22 lymphoid phosphatase activity blockers – biochemical, fluorescence intensity, uHTS (AID 1779); inhibition, % at 11.5 µM; hits with a dose series show IC50 in µM; recombinant LYP phosphatase, fluorescence intensity; higher % means a stronger effect; 0.054% of 290,000 active; in the data active means inhibition above about 50%;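 further: plate controls were vehicle with enzyme for no effect and no enzyme for full effect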
Autophagy mod: modulators of autophagy. MEF GFP-LC3 puncta imaging; test concentration mostly 10 µM. calls only at 10 µM (by protocol). 0.98% of 190,000 active. AID 463193;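 active means percentage of spot-positive cells more than 3 SD above its plate mean, without a fluorescence outlier flag or 80% toxicity; inconclusive means no clear call, values can overlap the other calls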;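 further: spot-positive cell cutoff set from DMSO-treated cells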
NTR1 agonist: NTR1-driven beta-arrestin-GFP spot formation – imaging, U2OS cells, high content, primary screen (AID 493036) | P30989 | agonist mode | activation, % at 20 µM | 0.17% of 330,000 active;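 active means activation at or above 40% of the spot to cytoplasm intensity ratio, with at least 20 cells analyzed; inconclusive means wells under 20 cells, flagged as cytotoxic or low count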;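 further: 0% = DMSO without peptide and 100% = 100 nM NTR1 peptide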
Target sequence (P30989 whole entry, looked up): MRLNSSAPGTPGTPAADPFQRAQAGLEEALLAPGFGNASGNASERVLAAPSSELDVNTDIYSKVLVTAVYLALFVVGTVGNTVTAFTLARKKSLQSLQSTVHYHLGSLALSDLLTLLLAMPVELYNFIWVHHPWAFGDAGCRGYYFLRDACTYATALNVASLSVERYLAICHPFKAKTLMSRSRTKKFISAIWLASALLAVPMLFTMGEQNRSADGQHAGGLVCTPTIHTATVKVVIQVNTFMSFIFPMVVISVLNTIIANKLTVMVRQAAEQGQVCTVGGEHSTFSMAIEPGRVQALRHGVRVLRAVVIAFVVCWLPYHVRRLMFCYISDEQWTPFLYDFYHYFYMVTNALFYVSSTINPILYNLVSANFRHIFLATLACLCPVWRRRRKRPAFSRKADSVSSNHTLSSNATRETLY
RSV CPE inhibition: inhibition of RSV-induced cytopathic effect – HEp-2 cells, primary 10 µM value included (AID 2391); HEp-2 cells, RSV-induced CPE inhibition; higher % means a stronger effect; CPE inhibition, % at 10 µM; hits with a dose series show IC50 in µM; 0.13% of 310,000 active; in the data active means a potency from the dose series; inconclusive means CPE inhibition mostly from about 23% at the one dose, without a potency; inactive means the rest, 99 in 100 with CPE inhibition below about 21%; further: strong numbers were not always called active
WT yeast gro inh: growth inhibition of WT yeast, mitochondrial fusion screen | 2.1% of 190,000 active | inhibition, % at 10 µM | mitochondrial fusion phenotypic screen, WT strain; in the data active means inhibition above about 58%; tested in S. cerevisiae
WT yeast gro inh mutant strain: further read-out of WT yeast gro inh, marked with its call; inhibition, %; mitochondrial fusion phenotypic screen, mutant strain inhibition
Autophagy mod cell loss 18 h: also measured in Autophagy mod; calls as there; toxicity, %; measured here: cell loss, nuclei count;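 cell loss after 18 h compound exposure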
NTR1 agonist cell count 20 µM: recorded beside NTR1 agonist, whose call it bears; cell count; measured here: cell count, cytotoxicity flag
NS5 inhibitors pilot replicate: recorded beside NS5 inhibitors, whose call it bears; inhibition, %; measured here: pilot screen replicate inhibition
Starred values were filed as active, the others as inactive; i = inactive; ? = inconclusive; / = not tested or not shown; + = active, no number; [ ] = dose if it differs, or a comment.

SMILES	AID2073	NS5 inhibitors	GPR35 arrestin U2OS	K1F lysis inhibition	LYP phosphatase	Autophagy mod	Autophagy mod cell loss 18 h	NTR1 agonist	NTR1 agonist cell count 20 µM	RSV CPE inhibition	WT yeast gro inh	WT yeast gro inh mutant strain	others
CCn1c(CNS(=O)(=O)c2ccc(Br)cc2)nnc1SC	15%	-5%	7%	0.9%[50 µM]	-11%	/	/	2.3	67	1.3%	/	/
O=C1CC(c2ccccc2)Sc2ccccc2N1 (centres undefined)	-15%	-4%	1%	0.7%	3%	i	26	-1.4	90	1.9%	1	7	NS5 inhibitors pilot replicate=-0.6
N/C(=N\OC(=O)c1ccc2c(c1)OCO2)c1cccc(Br)c1	8%	-2%	-4%	0.4%	-3%	i	19	1.6	48	0.4%	35	67
CCOc1ccccc1C1NC(=O)NC(C)=C1C(=O)OCc1ccco1 (centres undefined)	38%	-4%	7%	2.2%	6%	i	-3	1.6	50	2.4%	-1	4
COc1cc(C(C(=O)NC(C)(C)C)N(Cc2ccc3c(c2)OCO3)C(=O)c2cnccn2)cc(OC)c1OC (centres undefined)	-4%	0%	-4%	1.8%	-10%	i	0	-1.1	56	1.4%	-4	1
Cn1c(=O)c(-c2ccccc2)c(O)c2ccccc21	-4%	3%	1%	0.1%	-10%	i	-8	0.7	87	0.5%	-14	-5
CCOc1cccc(C(=O)NC2=NCCS2)c1	14%	/	4%	-0.2%	-8%	/	/	0.5	53	2.2%	/	/
CCc1ccc(NC(=O)c2ccc3c(=O)n4c(nc3c2)CCCCC4)cc1	11%	-1%	-4%	0.2%	-2%	/	/	10	70	0.2%	/	/
CC(C)C(O)(c1ccccc1)C(CN1CCOCC1)c1ccccc1 (centres undefined)	5%	-1%	-6%	4.0%[50 µM]	-6%	/	/	-0.3	54	2.6%	/	/
CCOC(=O)c1c(N)sc(C(O)(C(F)(F)F)C(F)(F)F)c1-c1ccccc1	-6%	-6%	-6%	-1.1%	-5%	i	2	3.1	76	2.2%	97*	34*
CCn1cc(CNC(=O)C2CCC(=O)N(CCc3cccc(F)c3)C2)cn1 (centres undefined)	-3%	3%	7%	0.0%	-9%	/	/	3.6	70	/	/	/
O=C(c1ccc(Cl)cc1)N1CCN(c2cccc3[nH]ccc23)CC1	13%	8%	-4%	1.2%	-5%	/	/	-0.4	55	1.6%	/	/
COC(=O)NNC(=S)NCc1ccccc1	-28%	0%	12%	0.0%	-4%	i	9	1.7	78	2.2%	-3	-1
Cc1ccc(-n2c(SCC(=O)N3CCN(c4ccccn4)CC3)nnc2N2CCCC2)cc1	/	-4%	/	0.8%[50 µM]	/	/	/	3.3	55	3.1%	/	/
CCOC(=O)c1oc2ccc3c(c2c1C)C(=O)CC1(CCN(C(=O)OCC)CC1)O3	-3%	-8%	-11%	0.3%	10%	i	17	3.9	43	2.7%	-2	5
CC1CC1C(=O)OCC(=O)NC(=O)NC12CC3CC(CC(C3)C1)C2 (centres undefined)	-3%	-6%	-7%	-2.0%	4%	i	-16	2.1	60	0.1%	2	-18
O=C(Nc1cc(Cl)ccc1N1CCOCC1)c1cc2ccccc2o1	29%	-2%	2%	0.4%	-2%	/	/	5.8	44	0.1%	/	/
CC1(C)CC(O)(CNCc2ccc3c(c2)OCO3)CCO1 (centres undefined)	-12%	-5%	23%	0.2%	-13%	i	-9	1.8	82	1.8%	-1	-2
Cc1cc(C(=O)Nc2ccc(C#N)cc2)on1	29%	1%	10%	2.3%[50 µM]	-5%	/	/	1.0	55	1.7%	/	/
O=C1c2ccccc2C(=O)C1C1=Nc2ccccc2NC(c2ccccc2)C1 (centres undefined)	?	/	2%	/	-3%	i	-5	7.3	44	1.3%	-12	-11
Cc1cc(NC(=O)OC2CCCCC2)ccc1[N+](=O)[O-]	-8%	8%	4%	0.2%	-8%	/	/	-1.9	58	3.2%	/	/
CN(C)c1cccc(C(=O)NN2C(=O)NC3(CCCCC3)C2=O)c1	/	-5%	/	0.6%[50 µM]	/	/	/	-1.5	47	2.0%	/	/
COc1ccc(-n2ncc3c(N(C)C4CCCCC4)ncnc32)cc1	18%	-3%	11%	0.2%	-5%	/	/	7.3	47	18%	18	-2
CCC(C)/C=C/C1=CC2=C(Cl)C(=O)C3(C)OC(=O)C(C(=O)C(C)C(C)O)C3C2=CO1 (centres undefined)	?	4%	-25%	-1.5%	-4%	i	4	4.4	83	0.7%	10	-22
CCCCCOc1ccc(NS(C)(=O)=O)cc1	-11%	-1%	14%	-0.1%	-5%	i	10	-0.8	68	3.3%	42	-1
Cc1noc(C)c1CSCC(=O)Nc1cc(Cl)ccc1N1CCOCC1	1%	-6%	-3%	-0.1%	-11%	/	/	0.5	71	3.3%	/	/
COC(=O)C1=NN(c2ccc(C)cc2)C2(S1)SC(C(C)=O)=C(C)N2c1ccccc1 (centres undefined)	-3%	-8%	-1%	0.7%	11%	i	-36	5.8	85	-0.4%	5	-3
Cc1ccccc1/C=N\NC(=O)c1ccc(Cn2cccn2)o1	-8%	1%	0%	1.5%[50 µM]	-12%	i	2	2.3	87	1.9%	-7	-9
Cc1cc2c(OCC(O)CNC3CCCCC3)cccc2[nH]1 (centres undefined)	2%	-7%	9%	0.3%	-7%	i	-4	1.9	48	0.6%	-5	-2
C#CCOCCOCCOCCNc1nc(N2CCN(C(=O)[C@H]([C@@H](C)CC)n3cc(CCC(=O)O)nn3)CC2)nc(N2CCN(C(=O)[C@H](C)n3cc(CCCN=C(N)N)nn3)CC2)n1	8%	5%	0%	0.1%	-3%	i	-8	-0.6	71	-1.6%	-14	-10
CC(C)CCOc1ccc(C(=O)NCCC(=O)N2CCOCC2)cc1	4%	1%	0%	4.6%	-9%	i	-8	-2.2	40	1.3%	-8	7
O=C(CSc1nnc(-c2ccco2)c(-c2ccco2)n1)Nc1ccccc1	0%	>100µM*	-1%	-0.4%	-2%	i	-2	0.4	34	3.7%	54	-11
COc1cccc(N2C(=O)CC(N3CCc4ccccc4C3)C2=O)c1 (centres undefined)	11%	-2%	1%	0.9%	-9%	/	/	2.4	47	1.1%	/	/
CC(C)c1c(C(=O)N/N=C/c2cccc(OCc3ccc(F)cc3)c2)nnn1-c1nonc1N	15%	1%	-11%	0.2%	3%	/	/	15	72	0.4%	/	/
CC(Sc1nnnn1-c1ccc(O)cc1)C(=O)NNC(=O)c1ccc(F)cc1 (centres undefined)	/	-1%	/	0.8%[50 µM]	/	/	/	-0.4	60	0.1%	/	/
O=C(NC(Cc1c[nH]c2ccccc12)C(=O)O)c1ccc2c(c1)OCO2 (centres undefined)	18%	0%	4%	0.1%	-6%	/	/	-0.6	90	1.3%	/	/
O=C(O)c1cccc(-n2cccc2/C=C2/SC(=O)N(CC(=O)N3CCCC3)C2=O)c1	7%	-4%	-4%	-1.4%	4%	/	/	1.5	46	2.9%	/	/
CCN(CC)/C(=N\S(=O)(=O)c1ccccc1C)c1ccccc1	0%	4%	3%	-0.3%	0%	/	/	0.1	53	0.0%	/	/
N#C/C(=C\C1=C(N2CCOCC2)C(=C\c2ccc(Cl)cc2)/CC1)C(=O)Nc1ccccc1F	14%	?	6%	2.4%	2%	+	11*	/	/	25%	-9	-2
CSCC[C@H](NC(=O)[C@@H]1CSC2c3ccccc3C(=O)N21)C(=O)NC1CCCC1 (some centres undefined)	-6%	4%	1%	0.2%	-10%	/	/	-0.7	47	0.1%	/	/
Cc1cc(OCc2cc(C(=O)N(C)CCOc3ccccc3)no2)cc(C)c1Cl	-4%	-11%	5%	0.1%	-3%	/	/	4.7	43	14%	/	/
O=C(/C=C/c1ccccc1Cl)NNC(=O)c1cccs1	-3%	3%	-3%	0.7%	-6%	i	-4	-0.7	26	6.4%	13	3
COc1cccc(-n2c(N)c(C#N)c3ccc([N+](=O)[O-])cc3c2=O)c1	1%	/	-12%	/	0%	i	4	2.6	65	1.6%	7	-1
COc1ccccc1CC(=O)NC1CCN(Cc2ccccc2)CC1	1%	-2%	2%	0.0%	-2%	/	/	0.4	76	-0.1%	/	/
CCCn1c(SCc2ccon2)nc2ccccc2c1=O	-1%	1%	-6%	-0.3%	-9%	i	1	0.5	43	-0.5%	-21	-26
O=C(Nc1nc2ccccc2[nH]1)C1CC(=O)N(c2ccc3c(c2)OCCO3)C1 (centres undefined)	14%	-1%	6%	0.2%	-11%	/	/	-0.6	54	-0.1%	10	5
Cc1cc(C)c(C)c(OCCOCCN2CCOCC2)c1	-2%	5%	18%	5.2%	-2%	i	16	-0.4	51	-1.0%	-3	12
O=C(O)Cn1cc(/C=c2/sc3nc4ccccc4n3c2=O)c2ccccc21	27%	-11%	10%	-1.4%	3%	i	4	0.2	40	-0.9%	-2	-12
Cc1ccccc1CC(=O)Nc1ccc2c(C)cc(=O)oc2c1	11%	-1%	4%	-0.2%	-10%	/	/	0.2	63	0.5%	/	/	NS5 inhibitors pilot replicate=-3.7

In the list so far, these contain a Cl atom.
SMILES	AID2073	NS5 inhibitors	GPR35 arrestin U2OS	K1F lysis inhibition	LYP phosphatase	Autophagy mod	Autophagy mod cell loss 18 h	NTR1 agonist	NTR1 agonist cell count 20 µM	RSV CPE inhibition	WT yeast gro inh	WT yeast gro inh mutant strain	others
O=C(c1ccc(Cl)cc1)N1CCN(c2cccc3[nH]ccc23)CC1	13%	8%	-4%	1.2%	-5%	/	/	-0.4	55	1.6%	/	/
O=C(Nc1cc(Cl)ccc1N1CCOCC1)c1cc2ccccc2o1	29%	-2%	2%	0.4%	-2%	/	/	5.8	44	0.1%	/	/
CCC(C)/C=C/C1=CC2=C(Cl)C(=O)C3(C)OC(=O)C(C(=O)C(C)C(C)O)C3C2=CO1 (centres undefined)	?	4%	-25%	-1.5%	-4%	i	4	4.4	83	0.7%	10	-22
Cc1noc(C)c1CSCC(=O)Nc1cc(Cl)ccc1N1CCOCC1	1%	-6%	-3%	-0.1%	-11%	/	/	0.5	71	3.3%	/	/
N#C/C(=C\C1=C(N2CCOCC2)C(=C\c2ccc(Cl)cc2)/CC1)C(=O)Nc1ccccc1F	14%	?	6%	2.4%	2%	+	11*	/	/	25%	-9	-2
Cc1cc(OCc2cc(C(=O)N(C)CCOc3ccccc3)no2)cc(C)c1Cl	-4%	-11%	5%	0.1%	-3%	/	/	4.7	43	14%	/	/
O=C(/C=C/c1ccccc1Cl)NNC(=O)c1cccs1	-3%	3%	-3%	0.7%	-6%	i	-4	-0.7	26	6.4%	13	3
